Screening results deposited in PubChem BioAssay by several laboratories.
Mcl1 Bid PPI – disrupts binding of human Mcl-1 to Bid peptide. TR-FRET Mcl-1/Bid-Dy647 peptide binding, 1536-well. Q07820. AID 1021. inhibition, % at 21.7 µM. 220,000 tested, 0.97% active;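 active = compounds that cut the binding signal by more than half at the single screening dose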;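 note: His-tagged Mcl-1 with europium anti-His antibody binding Bid BH3 peptide; 0% = Mcl-1 plus peptide wells and 100% = peptide-only wells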
Target sequence (Q07820 whole entry, looked up): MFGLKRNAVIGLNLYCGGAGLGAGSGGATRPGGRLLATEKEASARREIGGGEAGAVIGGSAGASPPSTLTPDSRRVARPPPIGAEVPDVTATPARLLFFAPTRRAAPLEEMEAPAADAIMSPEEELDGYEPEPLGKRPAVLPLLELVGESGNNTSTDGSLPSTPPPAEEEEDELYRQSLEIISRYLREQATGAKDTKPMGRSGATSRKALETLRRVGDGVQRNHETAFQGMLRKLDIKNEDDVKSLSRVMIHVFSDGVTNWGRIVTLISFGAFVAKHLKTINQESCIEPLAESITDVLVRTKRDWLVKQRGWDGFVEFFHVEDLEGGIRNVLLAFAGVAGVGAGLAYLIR
Mcl1-Noxa inh – disrupts binding of human Mcl-1 to Noxa peptide | TR-FRET Mcl-1/Noxa peptide binding, 2 h | inhibition, % at 21.7 µM | 220,000 tested, 1.5% active | AID 1022;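 active = compounds that cut the protein-peptide binding signal by more than 50% relative to plate controls in a single-dose test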;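 note: His-tagged Mcl-1 with rhodamine Noxa BH3 peptide and terbium anti-His antibody; 0% = Mcl-1 plus Noxa peptide wells and 100% = peptide-only wells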
GSH fluor – GSH bead compound fluorescence profile | GSH beads flow cytometry, compound fluorescence 488/530 nm; active compounds read high | fluorescence (KMESF) at 10 µM | 190,000 tested, 0.25% active | AID 1776; in the data active = fluorescence above about 89;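 note: glutathione beads carrying GST-tagged Bcl family fusion proteins plus one bare bead set; values are compound well signal with DMSO vehicle wells as background; inactives centre near 16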
Cdc42 wt – modulators (inhibitors or activators) of GTP binding to human Cdc42 wildtype; P60953; GST-Cdc42 beads, Bodipy-GTP binding, flow cytometry; actives lie on both sides; percent activity (GTP binding), % at 10 µM; 190,000 tested, 0.2% active;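 active = percent activity GTP binding at least 20 points away from the 100% baseline, either down as inhibitor or up as activator; inconclusive = compound flagged as likely green fluorescent from well-wide comparison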;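 note: median bead fluorescence of bound Bodipy-FL-GTP at 100 nM; 0% = excess unlabeled GTP control and 100% = no compound control; below 100% means less GTP binding so inhibitor and above means activator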
Target sequence (P60953 whole entry, looked up): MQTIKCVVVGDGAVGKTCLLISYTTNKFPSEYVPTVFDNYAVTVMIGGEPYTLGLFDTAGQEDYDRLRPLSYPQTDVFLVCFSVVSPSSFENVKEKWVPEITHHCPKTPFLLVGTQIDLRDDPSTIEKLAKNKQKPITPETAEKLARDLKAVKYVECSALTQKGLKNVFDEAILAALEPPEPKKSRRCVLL
Rac1 wt modul – alters GTP binding to wildtype human Rac1; P63000; AID 757; 190,000 tested, 0.27% active; GST-Rac1 beads, fluorescent GTP binding, flow cytometry; actives lie on both sides; 0 = cold GTP competed, 100 = untreated; GTP binding activity (% of control), % at 10 µM;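 active = GTP binding activity at least 20 points away from the 100% control level, either lower or higher; inconclusive = compound flagged as likely green fluorescent, judged across all proteins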
HRas wt GTP – modulators of GTP binding to human HRas wildtype | P01112 | GST-Ras wt beads, Bodipy-FL-GTP binding, flow cytometry; actives lie on both sides | GTP binding activity, % at 10 µM | 190,000 tested, 0.14% active | AID 759;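 active = GTP binding activity at least 20% away from the 100% baseline, either lowered as inhibitor or raised as activator; inconclusive = flagged as likely green fluorescent, judged across all proteins in the well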;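 note: 0% = unlabeled GTP competition control and 100% = no-compound control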
Target sequence (P01112 whole entry, looked up): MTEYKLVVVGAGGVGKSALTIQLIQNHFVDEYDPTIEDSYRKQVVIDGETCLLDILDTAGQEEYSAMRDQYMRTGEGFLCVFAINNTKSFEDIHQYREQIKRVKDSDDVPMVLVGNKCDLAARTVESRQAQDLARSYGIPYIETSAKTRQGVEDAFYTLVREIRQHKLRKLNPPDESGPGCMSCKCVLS
Rac1 mut GTP – human Rac1 activated mutant GTP binding change | P63000 | GST-Rac1 activated beads, fluorescent GTP binding, flow cytometry; actives lie on both sides; 100% means binding = to untreated wells | percent activity (GTP binding), % at 10 µM | 190,000 tested, 0.11% active | AID 764;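 active = GTP binding at least 20 percentage points away from the 100% baseline, in either direction, so actives lie on both sides; inconclusive = Compound likely fluorescent itself, or too few beads counted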
Rab2A wt mod – changes GTP binding to wildtype dog Rab2A, up or down; GST-Rab2 wt beads, Bodipy-GTP binding, flow cytometry; AID 760; 190,000 tested, 0.19% active; GTP binding activity, % at 10 µM; P61105;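 active = GTP binding activity at least 20 points away from 100%, either lowered or raised; inconclusive = signal likely due to the compound's own green fluorescence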;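 note: 0% = beads with excess unlabeled GTP and 100% = no-compound control corrected for plate trend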
Pf gametocyte – inhibitors of late stage P. falciparum gametocyte viability | AID 743093 | inhibition, % at 10.9 µM | 150,000 tested, 0.065% active | P. falciparum stage V gametocytes, ATP luminescence, 24 h;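 active = inhibition above the mean plus 3 SD of compounds within the control limits, set per campaign, cut at about 38% in these data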;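 note: 0% = DMSO wells and 100% = medium only without gametocytes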
Avidin bead fluor – avidin bead compound fluorescence profile. Avidin beads, compound fluorescence 488/530 nm, flow cytometry; active compounds read high. AID 1775. fluorescence (KMESF) at 10 µM. 220,000 tested, 0.38% active; in the data active = fluorescence above about 47; note: inactives centre near 10
Rab7 wt modul – alters GTP binding to wildtype dog Rab7. GST-Rab7 beads, fluorescent GTP binding, flow cytometry; actives lie on both sides; untreated = 100%, excess cold GTP = 0%. GTP binding activity (percent of control), % at 10 µM. 190,000 tested, 0.055% active. AID 758;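 active = fluorescent GTP binding to Rab7 beads changed by at least 20 points from the 100% baseline, either direction, mostly lower; inconclusive = compound itself probably fluorescent, or too few beads counted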;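 note: median green fluorescence of bound Bodipy-FL-GTP per Rab7 bead population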
An asterisk follows results filed as active; ? = inconclusive; nt = not tested or not shown. Not a hit list. Share with any hit: about 3%.

SMILES	Mcl1 Bid PPI	Mcl1-Noxa inh	GSH fluor	Cdc42 wt	Rac1 wt modul	HRas wt GTP	Rac1 mut GTP	Rab2A wt mod	Pf gametocyte	Avidin bead fluor	Rab7 wt modul
O=C(Nc1nnc(-c2ccccc2Cl)o1)c1ccco1	12.9	-3.5	31	102.0	99.0	99.0	99.0	99.0	-2.8	nt	99.0
O=C(c1ccc(NS(=O)(=O)c2cccs2)cc1)N1CCN(c2ccccc2Cl)CC1	-9.3	15.0	14	93.0	97.0	98.0	93.0	101.0	11.7	9	110.0
O=C(Nc1ccc(Cl)cc1)c1csc(Cc2ccccc2)n1	-4.5	10.1	18	84.0	92.0	86.0	84.0	83.0	12.7	8	92.0
O=[N+]([O-])c1ccc2c(c1)nc1n2CCCCC1	-9.3	4.9	15	99.0	99.0	98.0	95.0	95.0	12.0	9	95.0
O=C(CSCc1ccc(Cl)cc1Cl)Nc1nccs1	-16.9	5.7	24	102.0	105.0	98.0	98.0	98.0	-22.7	6	99.0
Cc1nn(-c2ccccc2Cl)c(Cl)c1/C=C(\C#N)C(N)=O	7.1	4.7	28	99.0	102.0	99.0	97.0	98.0	-23.4	8	99.0
CCOCCCn1c(=S)[nH]c2cc(C(=O)NCC(OC)OC)ccc2c1=O	-36.2	22.0	20	98.0	102.0	101.0	99.0	101.0	nt	8	106.0
Cc1cc(C(=O)N/N=C2/CC(C)CC(C)(C)C2)c(C)o1 (stereo not given)	-35.8	10.3	24	98.0	99.0	99.0	96.0	96.0	-8.1	10	98.0
CCOc1ccc(NC(=S)Nc2cccc3cnccc23)cc1	-15.2	18.5	11	102.0	103.0	100.0	97.0	97.0	nt	12	95.0
CCO[C@H]1OC(C(=O)NCc2ccccc2)=C[C@@H](C)[C@@H]1CCCO	-9.2	-18.1	19	95.0	95.0	94.0	95.0	94.0	nt	5	98.0
N#C/C(=C\c1c[nH]c2ccccc12)C(=O)Nc1ncc(Cc2ccc(Cl)cc2Cl)s1	-11.3	-5.6	12	99.0	101.0	101.0	99.0	98.0	nt	22	101.0
CCCCn1c(SCC(=O)NCc2ccco2)nnc1-c1ccoc1C	-10.7	31.9	22	94.0	94.0	94.0	93.0	93.0	7.7	11	91.0
COC(=O)CSc1nnc(SCc2ccccc2)s1	-4.2	11.1	30	100.0	104.0	102.0	100.0	100.0	nt	6	102.0
COc1ccc(CCNC(=O)c2cccnc2)cc1OC	-43.4	-2.5	37	104.0	115.0	105.0	101.0	105.0	-20.4	10	105.0
Cc1cnn(C(=O)c2cc(-c3ccccn3)nc3ccc(Cl)cc23)c1	-12.3	32.7	16	96.0	102.0	99.0	98.0	100.0	-1.1	9	101.0
COn1c(-c2ccccc2)nc2c1CCc1c-2no[n+]1[O-]	-11.4	3.8	37	99.0	97.0	96.0	97.0	99.0	7.0	9	97.0
O=C(NCC1CCCO1)C1CCN(C2CCN(Cc3ccco3)CC2)CC1 (stereo not given)	-15.7	-27.7	8	100.0	100.0	96.0	94.0	98.0	nt	10	97.0
COc1ccc(NC(=O)CS(=O)CC(=O)Nc2ccc(OC)c(OC)c2)cc1 (stereo not given)	-5.1	-1.3	35	93.0	93.0	96.0	95.0	96.0	11.9	4	99.0
Cc1nc(N/N=C/c2ccccn2)sc1C	-36.1	0.1	7	104.0	105.0	105.0	96.0	102.0	-29.2	2	101.0
O=C(O)c1ccc(-c2nc(-c3ccccc3)c(-c3ccccc3)[nH]2)cc1	-0.3	-5.4	6	93.0	98.0	97.0	98.0	96.0	12.3	13	96.0
COC(=O)c1ccccc1NC(=S)NC(C)=O	-13.9	9.8	15	104.0	99.0	101.0	96.0	100.0	14.3	9	102.0
Fc1cccc(NCc2cn3ccccc3n2)c1	-17.5	27.1	27	97.0	95.0	97.0	96.0	97.0	nt	10	94.0
COc1ccc(NC(=O)CSc2nnc(C3CCCCC3)n2-c2ccccc2)cc1	-4.4	12.8	10	101.0	105.0	98.0	98.0	100.0	nt	10	98.0
Cc1ccccc1Nc1nnc(SCC(=O)Nc2ccccc2[N+](=O)[O-])s1	-59.2	42.5	15	100.0	102.0	99.0	99.0	98.0	-18.9	13	99.0
COc1ccc(CC2(CO)CCN(C(C)Cc3ccc(Cl)cc3)CC2)cc1 (stereo not given)	-12.7	1.4	12	101.0	101.0	98.0	101.0	101.0	nt	5	97.0
O=C(NCC1CCCO1)c1cc(C(=O)C2CCCCC2)c[nH]1 (stereo not given)	-6.8	-5.6	17	97.0	99.0	98.0	96.0	99.0	-21.4	10	105.0
O=C(C[n+]1ccc2ccccc2c1)c1cccc2ccccc12	-30.5	24.4	9	95.0	98.0	97.0	95.0	96.0	nt	10	100.0
CC1CCC(N2CCN(c3ncccn3)CC2)C1 (stereo not given)	42.0	25.9	33	103.0	101.0	102.0	98.0	103.0	nt	10	104.0
CCCCn1c(S(=O)(=O)O)nc2ccccc21	8.8	6.7	27	93.0	89.0	93.0	92.0	92.0	21.3	14	92.0
Cc1cc(C)c(S(=O)(=O)NNC(=O)C2CCN(Cc3ccccc3)CC2)c(C)c1	-19.0	3.7	13	103.0	103.0	101.0	99.0	99.0	7.8	37	98.0
O=C1N(C2CCCC2)C[C@@H]2C[C@@H](c3cn[nH]c3-c3ccc(Cl)cc3)N3CCC[C@@]123	-8.7	13.9	18	99.0	99.0	98.0	98.0	98.0	-0.1	11	97.0
Cc1cccc2cc(CN(CC3CCCO3)C(c3nnnn3Cc3ccco3)C(C)C)c(=O)[nH]c12 (stereo not given)	-0.5	7.2	11	96.0	98.0	100.0	98.0	100.0	-1.8	14	102.0
O=C(Nc1ccc(F)c([N+](=O)[O-])c1)c1cccs1	3.1	6.8	15	99.0	103.0	99.0	98.0	100.0	6.7	9	102.0
Cc1noc(C)c1S(=O)(=O)N1CCN(Cc2ccc3c(c2)OCO3)CC1	-13.8	2.0	23	102.0	102.0	103.0	97.0	102.0	nt	6	104.0
C(=C\c1ccccc1)/CSc1nnc(-c2ccncc2)n1Cc1ccco1	-7.7	12.2	25	104.0	101.0	100.0	100.0	97.0	nt	33	98.0
CCOC(=O)C1=C(C)N(C)C(=O)NC1c1ccccc1OC (stereo not given)	-14.4	4.2	8	106.0	108.0	102.0	103.0	103.0	nt	11	103.0
COC(=O)CSc1nc(NC(C)=O)nc(C)c1Br	1.5	-2.0	10	102.0	107.0	102.0	102.0	102.0	nt	10	101.0
Cc1nc(N2CCN(C(=O)c3ccc(Cl)cc3)CC2)c(C#N)c2c1COC(C)(C)C2	4.4	-3.7	14	103.0	100.0	102.0	96.0	102.0	-39.1	32	95.0
O=c1[nH]c(CN2CCN(c3ccccc3)CC2)nc2scc(-c3ccccc3)c12	-30.0	13.7	7	103.0	103.0	102.0	99.0	98.0	nt	10	97.0
COc1cc(C(=O)NC(CCSC)C(=O)OCC(=O)C(C)(C)C)cc(OC)c1OC (stereo not given)	-11.1	-2.4	13	100.0	96.0	97.0	97.0	101.0	5.0	9	98.0
Cc1ccc(C(=O)c2nc3c(n2O)CCCC3)cc1	-48.8	-16.3	57	103.0	108.0	102.0	98.0	100.0	0.1	11	99.0
O=S(=O)(c1ccccc1)c1nc(-c2ccco2)oc1N1CCOCC1	-23.4	-0.8	8	101.0	102.0	101.0	99.0	99.0	nt	8	101.0
CCCCc1ccc(NC(=S)NCCCN2CCOCC2)cc1	-51.4	-3.0	14	89.0	92.0	94.0	94.0	94.0	-4.0	7	99.0
CCCC(=O)Nc1ccc(N2CCN(C(=O)CCC)CC2)cc1	-80.3	8.0	10	101.0	104.0	104.0	98.0	102.0	11.2	23	107.0
CCN(CC)S(=O)(=O)c1ccc(OC(C)C)nc1	-40.3	-4.7	40	99.0	102.0	101.0	95.0	98.0	nt	9	99.0
Cc1ccc(S(=O)(=O)Cc2ccc(C(=O)NCCCN3CCN(C)CC3)o2)cc1	-19.6	17.4	33	106.0	104.0	104.0	99.0	104.0	11.4	8	101.0
COc1ccc(CC(=O)NC(C)(C)CC(C)=O)cc1OC	10.8	19.4	9	97.0	98.0	100.0	96.0	101.0	-12.4	20	99.0
O=S(=O)(c1ccc(Oc2ccc(S(=O)(=O)N(CCO)CCO)cc2)cc1)N(CCO)CCO	-13.9	0.6	7	91.0	90.0	94.0	93.0	93.0	6.5	18	98.0
CCN(Cc1ccncc1)C(=O)c1cc(Br)cc(Br)c1O	-34.5	-1.7	19	88.0	84.0	87.0	91.0	87.0	-10.7	9	90.0
COc1ccc(CC2(CO)CCN(Cc3cnc(-c4ccccc4C)nc3)CC2)cc1	-5.2	14.5	9	97.0	101.0	97.0	96.0	96.0	12.9	9	97.0
CC(=O)c1cnc(-c2ccccn2)s1	-30.4	-25.8	13	?	?	?	?	?	13.8	12	?
C=CCn1c(=NC(=O)c2ccccc2[N+](=O)[O-])sc2cc(S(C)(=O)=O)ccc21	7.8	20.8	12	99.0	100.0	95.0	97.0	97.0	-18.7	10	100.0
CCCCn1c(=O)[nH]c(=O)c2c(C(=O)OCC)cc(-c3ccc(OC(F)F)cc3)nc21	6.8	-3.3	15	97.0	104.0	98.0	96.0	97.0	-7.4	10	99.0
O=S(=O)(Nc1nc2cc3c(cc2nc1Cl)OCCO3)c1ccccc1	10.1	34.9	19	98.0	102.0	95.0	96.0	101.0	-7.0	10	98.0
CCN(c1ccccc1)S(=O)(=O)c1cc(OC)ccc1OC	-12.0	9.7	25	102.0	102.0	103.0	100.0	102.0	nt	13	100.0
CCc1cccc(C)c1NC(=O)CSc1nnc(-c2cc3cc(Br)ccc3o2)n1CC	-16.9	12.9	31	96.0	96.0	97.0	96.0	98.0	11.6	5	97.0
Cc1ccnc(NS(=O)(=O)c2ccc(NC(=O)/C=C/c3cccs3)cc2)n1	-10.2	-5.0	8	91.0	93.0	95.0	90.0	94.0	nt	22	99.0
Clc1ccccc1-c1nnc2sc(C3COc4ccccc4O3)nn12 (stereo not given)	3.9	9.7	17	97.0	99.0	96.0	94.0	95.0	nt	11	97.0
